Bioassay records as filed in PubChem BioAssay.
SENP6 block – SENP6 protease inhibition. Recombinant SENP6 catalytic domain, aminoluciferin luminescence. inhibition, % at 10 µM. actives 1.8% (n = 330,000). AID 2599;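 active means inhibition above about 50% at the single tested dose, limit read from the data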;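 further: plate controls were DMSO wells with enzyme for no effect and DMSO wells lacking enzyme for full effect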
UBC13 inh – blocks human UBC13 polyubiquitin chain formation. P61088. TR-FRET. inhibition, % at 20 µM. actives 0.47% (n = 330,000); in the data active means inhibition above about 45%, passing the limit was not always enough
Target sequence (P61088 whole entry, looked up): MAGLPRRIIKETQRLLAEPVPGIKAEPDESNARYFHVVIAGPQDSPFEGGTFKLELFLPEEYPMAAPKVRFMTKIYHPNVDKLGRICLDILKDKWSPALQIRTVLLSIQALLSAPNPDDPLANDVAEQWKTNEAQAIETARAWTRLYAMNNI
SENP8 block-1 – SENP8 protease inhibition | inhibition, % at 10 µM | AID 2540 | Q96LD8 | purified SENP8, Z-RLRGG-aminoluciferin cleavage, luminescence | actives 1.2% (n = 330,000); in the data active means inhibition above about 50%
Target sequence (Q96LD8 whole entry, looked up): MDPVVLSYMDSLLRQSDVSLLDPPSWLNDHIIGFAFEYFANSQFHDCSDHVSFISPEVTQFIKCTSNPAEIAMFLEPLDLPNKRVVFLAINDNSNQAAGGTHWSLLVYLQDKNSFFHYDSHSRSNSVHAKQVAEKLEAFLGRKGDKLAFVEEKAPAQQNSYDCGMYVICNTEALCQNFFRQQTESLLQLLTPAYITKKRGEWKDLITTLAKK
SENP8 block-2 – SENP8 (human) protease inhibition; Q96LD8; recombinant SENP8, Nedd8 substrate fluorescence; inhibition, % at 20 µM; actives 0.64% (n = 360,000); AID 602440; in the data active means inhibition mostly above about 40%, no sharp cut-off; inactive means mostly below about 27%
SENP7 block – SENP7 protease inhibition. inhibition, % at 5 µM. actives 1.5% (n = 330,000). Q9BQF6. recombinant SENP7, Z-RLRGG-aminoluciferin luminescence, 40 min. AID 434973;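 active means inhibition above about 50% at the single test dose, limit read from the data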;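 further: plate controls were DMSO with enzyme for no effect and no enzyme buffer wells for full effect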
Target sequence (Q9BQF6 706-1050 limits assumed): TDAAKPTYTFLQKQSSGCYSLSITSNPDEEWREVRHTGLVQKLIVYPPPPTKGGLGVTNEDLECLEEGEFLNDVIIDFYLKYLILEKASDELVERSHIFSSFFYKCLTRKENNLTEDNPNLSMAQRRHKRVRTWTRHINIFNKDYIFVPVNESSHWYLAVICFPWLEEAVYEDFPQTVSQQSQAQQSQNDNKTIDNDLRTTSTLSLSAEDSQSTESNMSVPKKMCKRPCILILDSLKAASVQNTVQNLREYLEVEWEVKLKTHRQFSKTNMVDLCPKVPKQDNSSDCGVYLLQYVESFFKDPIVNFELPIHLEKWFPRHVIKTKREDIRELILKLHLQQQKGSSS
A3G deaminase – inhibitors of human APOBEC3G DNA deaminase | Q9HC16 | recombinant A3G, ssDNA deamination FAM/TAMRA fluorescence | inhibition, % at 20 µM | actives 0.28% (n = 330,000);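 active means inhibition of at least 40% at 20 µM, with no more than 30% in the related APOBEC3A deaminase screen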;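 further: plate controls were DMSO wells with A3G for no effect and wells lacking A3G enzyme for full effect; some compounds called inactive have numbers as strong as hits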
Apaf-1 inh – human Apaf-1 inhibition | inhibition, % at 20 µM | reconstituted apoptosome caspase-3 activity, DEVD-Rh110 fluorescence | actives 0.71% (n = 330,000) | AID 489030; active means inhibition of at least 40% at 20 µM;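 further: plate controls were DMSO wells for no effect and DEVD-CHO caspase inhibitor wells for full effect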
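Material: reconstituted apoptosome with Apaf-1, cytochrome c, caspase-9, procaspase-3, dATP / Buffer or medium: pH 7.5 Hepes buffer with CHAPS, BSA, DTT / Also added: cytochrome c with DEVD-Rh110 / Schedule: compound with Apaf-1, dATP, procaspase-3 30 min, then 50 min reaction, room temperature / Technique: rhodamine 110 fluorescence at Ex 480/Em 540 nm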
SENP1 FRET inh – blocks the human SENP1 SUMO protease catalytic domain. actives 0.21% (n = 360,000). recombinant SENP1 catalytic domain, CyPet-SUMO1-YPet FRET cleavage. Q9P0U3. inhibition, % at 10 µM;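 active means inhibition at least 30% at 10 µM, raw YFP signal under a set limit, fluorescence ratio 0.5 to 1.5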;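 further: 0% = enzyme with DMSO and 100% = no enzyme wells; some results filed as inactive read as strong as hits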
Target sequence (Q9P0U3 419-644 limits assumed): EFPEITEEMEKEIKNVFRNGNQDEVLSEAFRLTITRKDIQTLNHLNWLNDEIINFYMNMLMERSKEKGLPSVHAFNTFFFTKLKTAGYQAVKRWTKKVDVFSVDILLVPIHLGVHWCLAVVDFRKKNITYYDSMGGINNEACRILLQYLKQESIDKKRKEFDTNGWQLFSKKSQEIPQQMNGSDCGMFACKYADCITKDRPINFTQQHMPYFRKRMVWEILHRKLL
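Material: hSENP1 catalytic domain, recombinant; medium: Tris pH 8 with BME, BSA, NP40 and catalase; compound: single concentration of 10 µM compound, 0.5% DMSO final; technique: FRET read of cyan and yellow fluorescence; timing: 50 min enzyme reaction, room temperature, light-protected; reagent: SFCypet-SUMO1-SFYpet substrate at 25 nM; control set: no-enzyme low, enzyme-DMSO high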
* marks the source's active call; other numbers are inactive results; i = inactive. Outcome played no part in choosing rows. Share with any hit: about 3.6%.

SMILES	SENP6 block	UBC13 inh	SENP8 block-1	SENP8 block-2	SENP7 block	A3G deaminase	Apaf-1 inh	SENP1 FRET inh
COc1ccc(Cn2ccnc2SCC(=O)Nc2ccccc2OC)cc1	-7	1	-6	10	6	4	17	1
COc1cc2c(cc1OC)CN(C(=O)Cn1ccccc1=O)CC2	-13	-5	4	37	1	-2	-9	-11
CN(C)CCCN(C(=O)c1cc(-c2cccs2)nc2ccccc12)c1nc2c(F)cccc2s1	-17	14	-7	-261	12	-4	33	-1
COc1ccccc1OCC(O)Cn1c(Br)nc2c1c(=O)[nH]c(=O)n2C (stereo not drawn)	-1	0	-4	23	1	-1	-3	1
O=C1NC(c2ccc(Cl)cc2Cl)Oc2ccccc21 (stereo not drawn)	1	-9	-1	-34	9	-5	-4	3
COc1ccc(CNc2ccc(S(N)(=O)=O)cc2)cc1	-7	7	-1	14	1	-5	-1	-3
CCN(CC)C(=O)CSc1nc2nc(C)cc(C)c2c(=O)[nH]1	-19	-2	-2	-24	-3	-5	-9	0
COc1cccc(-c2nc(CS(=O)CC(=O)NCCc3ccccc3)c(C)o2)c1 (stereo not drawn)	9	0	-2	6	3	-6	1	2
COc1cccc2cc(C(=O)NCCN3CCOCC3)c(=O)oc12	-4	8	5	-22	-3	-6	-5	2
CC(C)Cn1c(N2CCN(C(=O)/C=C/c3ccccc3)CC2)nc2ccccc21	-29	-3	-11	5	-3	-5	13	1
COc1ccc(CNCc2cccc(C)c2)cc1	-1	1	-4	10	-3	-6	0	-2
Cc1nn(CCO)c2ncc(C(=O)c3cc(Cl)ccc3O)cc12	-12	0	-7	2	-4	-3	2	-1
O=C(c1cccs1)N1CCN(C2CCCCC2)CC1	-10	0	-11	-1	-5	-6	-8	2
O=C1C2C3CCCC3=C3CCCC3C2C(=O)N1c1ccc(F)cc1 (stereo not drawn)	-6	5	-8	22	-2	-5	11	8
CCCS(=O)(=O)N1CCC(C(=O)NCCN2CCC(Cc3ccccc3)CC2)CC1	-31	4	-10	-3	-10	0	10	-2
CC1=CC2=NC(=O)/C(=C\c3cccn3CCOc3ccc(C)c(C)c3)C(=N)N2O1	-8	5	-10	8	-7	-6	5	-6
CCOc1cc(C(=O)Nc2ncn[nH]2)cc(OCC)c1OCC	2	-14	1	7	11	3	-3	2
CCSc1cc(N2CCCC2)nc(-c2cccc(C)c2)n1	-11	-8	-6	14	4	-3	-11	2
Cc1cccc(OC(=O)C2C(c3ccccc3)C(C(=O)O)C2c2ccccc2)c1 (stereo not drawn)	8	-5	-4	4	3	-3	7	1
C=CCn1c(C)nnc1SCC(=O)Nc1oc(C)c2c(C)n[nH]c(=O)c12	-18	-5	-8	-11	-11	-5	2	-7
O=C(Nc1ccc(Nc2ccccc2)cc1)Nc1ccccc1Cl	88*	-3	86*	-1	85*	-9	24	1
COCCn1c(SCC(=O)c2c(-c3ccccc3)n(C)c3ccccc23)nnc1-c1ccncc1	-2	-15	-5	12	-7	-6	21	1
Cc1[nH]n(C(N)=S)c(=O)c1N=Nc1cccc(C(F)(F)F)c1	79*	-8	81*	25	38	2	-2	3
CCN1CCN(c2nc3ccccc3nc2NS(=O)(=O)c2ccc(NC(C)=O)cc2)CC1	16	-2	-2	-277	-2	3	4	-2
CSCC(=O)N1CCCC(N2CCN(c3ccc(F)cc3)CC2)C1 (stereo not drawn)	6	2	12	3	-4	-7	-6	1
(more compounds)
SMILES	SENP6 block	UBC13 inh	SENP8 block-1	SENP8 block-2	SENP7 block	A3G deaminase	Apaf-1 inh	SENP1 FRET inh
O=C(O)CNC(=O)c1ccccc1NC(=O)c1ccco1	0	-1	8	2	4	-3	0	-2
OC(CNC1Cc2ccccc2C1)COc1ccc(F)cc1 (stereo not drawn)	-13	8	-5	7	-8	-3	16	-1
COc1ccc2c(c1OC)C(=O)N1N=C(c3ccc(Br)cc3)CC21 (stereo not drawn)	-8	6	-1	-8	9	-1	0	1
CCC1=NC(c2ccc(OC)cc2OC)N(O)C1(C)C (stereo not drawn)	3	-8	-1	1	1	-1	-11	-8
CCOc1ccccc1Oc1coc2cc(O)ccc2c1=O	-5	9	-15	-431	-9	-5	7	-9
Cc1cccc(C(=O)NC2CC3CCCC(C2)N3C(=O)NC2CCCCC2)c1 (stereo not drawn)	0	11	-2	26	6	1	4	1
CC1CCN(C(=O)CNC(=O)CNS(=O)(=O)c2ccccc2)CC1	8	-3	10	3	-5	-9	-11	-1
CCNC(=O)n1cc(-n2cncn2)c(-c2ccccc2)n1	3	2	-2	10	-7	-7	-2	3
CCN(CC)CCNC(=O)C(=O)Nc1ccc2c(c1)N(S(=O)(=O)c1cccs1)CCC2	-9	8	6	9	2	-4	6	2
Cn1c(CO)cnc1SCc1ccccc1	-10	-1	-13	18	-6	-5	11	1
Cc1ccc(-c2nnn(C/C(N)=N/O)n2)cc1	-6	-13	-11	-2	-4	-8	8	0
COc1ccc(-c2c(-c3cc(OC)cc(OC)c3)n(C)c3ccc(-c4ccn[nH]4)cc23)cc1	4	12	-1	i	9	3	15	2
O=C(NCc1nc2ccccc2[nH]1)C1=C[C@@H](c2csc3ccccc23)C[C@@H](OCCCCO)O1	-1	9	-3	-5	11	25	27	-3
Cc1cc(C(=O)Nc2cccc(C)c2C)c2ccccc2n1	-15	-1	-3	4	5	-16	-11	1
C[C@H](CO)N1C[C@H](C)[C@@H](CN(C)Cc2ccccc2)Oc2c(NC(=O)C3CCCCC3)cccc2C1=O	-11	15	6	0	3	-7	36	-1
CNS(=O)(=O)c1cc(Br)ccc1S(=O)c1ccccc1C(=O)O (stereo not drawn)	-17	1	-5	4	-7	-3	1	3
COc1ccc(N(CC(=O)N2CC=C(c3ccccc3)CC2)S(=O)(=O)c2c(C)noc2C)cc1	0	5	8	3	-5	-5	5	-1
COc1ccc(-n2nc(C)cc2Nc2ccccc2C(=O)O)cc1	-28	-10	-7	15	-14	5	12	2
O=C1CCC(C(=O)OCc2nnc(-c3ccc(Cl)cc3)o2)=NN1	-10	2	1	-4	-7	-2	6	1
CCOC(=O)c1cc(-c2csc(-c3ccc(C(F)(F)F)cc3)n2)on1	-18	1	-12	9	3	-5	4	0
O=C(NCC1CCCO1)c1cc2c(s1)CCC2 (stereo not drawn)	-1	-8	-12	5	0	-7	6	1
C/C(Nc1ccc(C)cc1)=C(/C#N)C(N)=O	-5	0	4	10	4	-10	-19	3
Nc1nc(N)c2[nH]c(-c3ccccc3)nc2n1	7	6	1	-432	15	-3	-7	-39
CC(CCc1ccccc1)NC(=O)CN1CCN(Cc2ccc(Cl)cc2)C1=O (stereo not drawn)	-23	11	-8	8	6	-9	13	0
CCOP(=O)(c1ccccc1)C(O)c1ccc(F)cc1 (stereo not drawn)	-3	2	4	16	3	-4	-13	0

Ordered by molar mass (largest number first): some entries from above.
SMILES	SENP6 block	UBC13 inh	SENP8 block-1	SENP8 block-2	SENP7 block	A3G deaminase	Apaf-1 inh	SENP1 FRET inh
C[C@H](CO)N1C[C@H](C)[C@@H](CN(C)Cc2ccccc2)Oc2c(NC(=O)C3CCCCC3)cccc2C1=O	-11	15	6	0	3	-7	36	-1
CCN1CCN(c2nc3ccccc3nc2NS(=O)(=O)c2ccc(NC(C)=O)cc2)CC1	16	-2	-2	-277	-2	3	4	-2
CCOC(=O)c1cc(-c2csc(-c3ccc(C(F)(F)F)cc3)n2)on1	-18	1	-12	9	3	-5	4	0
CSCC(=O)N1CCCC(N2CCN(c3ccc(F)cc3)CC2)C1 (stereo not drawn)	6	2	12	3	-4	-7	-6	1
CCOc1cc(C(=O)Nc2ncn[nH]2)cc(OCC)c1OCC	2	-14	1	7	11	3	-3	2
COc1ccc(CNc2ccc(S(N)(=O)=O)cc2)cc1	-7	7	-1	14	1	-5	-1	-3

The list continues:
SMILES	SENP6 block	UBC13 inh	SENP8 block-1	SENP8 block-2	SENP7 block	A3G deaminase	Apaf-1 inh	SENP1 FRET inh
Cn1c(=O)c2c(SCCN3CCOCC3)nc(C3CCCC3)nc2n(C)c1=O	-7	8	-1	22	-5	-5	4	-2
N#Cc1c(-c2ccccc2F)cc(C2CC2)nc1SCC(=O)c1cccs1	-23	29	-6	10	-10	-8	10	-11
Nc1cccc2c(O)cccc12	68*	-43	30	-391	23	-1	-10	-8
O=C(CSc1nc2[nH]ncc2c(=O)[nH]1)Nc1ccccc1	2	11	-5	-1	-7	-5	-11	-1
CN(C)C(CNC(=O)c1ccc2nccnc2c1)c1ccco1 (stereo not drawn)	16	-10	-2	-71	0	11	-3	-27
COc1ccccc1OCCn1c(=O)n(C)c2ccccc21	-7	-4	-2	-1	9	-4	-10	-2
COc1ccc(N2CS(=O)CC2=O)cc1 (stereo not drawn)	-5	-7	-10	-3	-5	-6	-7	1
CCCc1ccc(OCc2ccc(C(=O)N3CCN(c4ccccn4)CC3)o2)c(OC)c1	-14	-12	-4	6	-4	-3	22	0
Cc1oc(-c2ccccc2Cl)nc1CS(=O)(=O)CC(=O)NCCc1ccccc1	-17	12	0	19	9	-7	7	3
CCn1cc(C(=O)N2CCN(Cc3ccc4c(c3)OCO4)CC2)c(=O)c2ccc(C)nc21	14	1	2	16	0	39	-3	-4
O=C(N/N=C\c1ccc(F)cc1)c1ccc(Cn2cc(Br)c([N+](=O)[O-])n2)o1	-5	9	-3	18	4	2	6	2
COc1cc(-c2noc(C)c2C#Cc2ccc(N)cc2)cc(OC)c1OC	-19	13	-9	4	-8	-14	10	-2
Cn1ccnc1SCC(=O)N1CCN(S(=O)(=O)c2ccccc2)CC1	-11	-5	-9	14	1	-6	0	0
COCCCN(C(=O)c1cc(-c2ccco2)nc2ccccc12)c1c(N)n(Cc2ccccc2)c(=O)[nH]c1=O	-13	-9	-4	-342	-10	16	14	-20
O=C(ONC1=NCCCCC1)c1c(F)cccc1F	1	3	0	23	9	1	-1	-2
COc1ccc(NS(=O)(=O)c2ccc(NC(=O)c3ccccn3)cc2)cc1	1	8	-2	8	-4	-8	-6	0
Cn1cc(C(=O)N/N=C/c2ccc(Br)c([N+](=O)[O-])c2)c2ccccc21	-15	-12	-7	39	10	-10	-1	2
Cc1cc(NC(=O)CN2CCCCCCC2)no1	-10	-7	-13	21	-6	-4	-4	3
CS(=O)(=O)c1ccc(-c2cn3cc(C(=O)O)ccc3n2)cc1	60*	10	55*	-389	58*	1	-6	1
O=C(Nn1c(=O)[nH]c2ccsc2c1=O)c1ccccc1	-2	-2	1	1	11	-5	0	2
Cc1ccccc1-c1nnc(-c2ccccc2)o1	87*	1	83*	17	83*	0	2	0
CC1C/C(=N/Nc2nc3ccccc3[nH]2)CC(C)(C)C1 (stereo not drawn)	7	-5	-2	-20	-2	-5	-8	0
O=C(/C=C/c1cccs1)c1cc(Cl)ccc1O	-11	10	-19	-6	-7	-11	12	-2
CS(=O)(=O)N(CC(=O)N1CCCCC1)c1ccc2c(c1)OCO2	6	-6	10	14	10	4	-4	-1
NC(=O)C1CCN(C(=O)CC(c2ccccc2)c2ccccc2)CC1	-2	10	-5	6	-4	-9	-9	0
COC(=O)c1cnn(-c2ccc(Cl)cc2)c1/C=N/NC(N)=S	3	1	-1	24	-1	-6	-13	0
Cc1cc(N2CCN(C)CC2)nc2ccc(NC(=S)N3CCOCC3)cc12	-36	7	5	-337	15	3	6	-26
Cc1ccc(OCCNC(=O)Cc2ccc(F)cc2)cc1	-42	-6	-3	-1	3	-3	1	1
COc1cccc(-c2nnc3n2N=C(C(C)(C)C)CS3)c1	-4	8	-6	-3	1	-2	7	0
O=C1CCc2cc(NS(=O)(=O)c3ccccc3)cc3c2N1CCC3	-18	13	-10	11	-10	-10	15	1
